Tat transport: blocks Tat-dependent protein export in E. coli | 0.036% of 340,000 active | inhibition, % at 10 µM | E. coli MC4100 TorA-mCherry Tat export, fluorescence;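 active = mean replicate inhibition at least 50% and at least half of replicates individually reaching 50%; inconclusive = only one of the two criteria met; inactive = neither criterion met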;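 note: exported cargo escapes ClpAP degradation while cytoplasmic cargo is degraded and loses fluorescence; 0% = median of neutral control wells and 100% = median of NaSCN control wells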
CAL PDZ FP-1: blocks peptide binding to human CAL PDZ domain; inhibition, % at 20 µM; AID 504414; Q9HD26; purified CAL PDZ, TMR-peptide fluorescence polarization, 1 h; 0.02% of 330,000 active;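 active = highest replicate inhibition of at least 40%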;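 note: plate controls were DMSO neutral control wells for no effect and unlabeled competitor peptide control wells for full effect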
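System: purified tagged CAL PDZ domain construct (CerCALP). Schedule: 1 h incubation at room temperature before polarization reading. Medium: 25 mM sodium phosphate pH 7.4, 150 mM NaCl, TCEP, IgG, Thesit. Read-out: percent inhibition from loss of millipolarization. Measured by: FP readout, S and P plane fluorescence. Probe or stimulus: fluorescent TMR peptide probe.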
MITF TRPM1 HTS: activators of MITF-driven TRPM1 promoter activity in SK-MEL-5 cells. AID 588334. SK-MEL-5 TRPM1-promoter luciferase, 24 h; % of positive control, neutral wells = 0. 0.75% of 300,000 active. activation, % at 12.5 µM;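 active = mean activation of at least 80% with every replicate also reaching 80%; inconclusive = mean reaches 80% but some replicate falls short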;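 note: 0% = neutral control wells and 100% = parthenolide positive control wells; values of inactives mirror those of a sister screen read the other way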
AddAB inh: less growth of phage-infected E. coli with AddAB. AID 435030. E. coli expressing H. pylori AddAB, absorbance growth. 0.29% of 330,000 active. inhibition, % at 11.9 µM; in the data active = inhibition above about 12%;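 note: 0% = vehicle wells of infected cells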
CAL PDZ FP-2: inhibitors of human CAL PDZ peptide binding | 0.92% of 300,000 active | AID 602252 | Q9HD26 | purified CAL PDZ, TMR-peptide fluorescence polarization, 1 h | inhibition, % at 24.9 µM;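 active = mean inhibition of at least 30% with at least half of replicates also reaching 30%; inconclusive = no clear call, values can overlap the other calls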;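 note: 0% = DMSO neutral control and 100% = excess unlabeled competitor peptide PRC23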
E coli growth: counter-screen for AddAB inhibitors: E. coli growth inhibition; E. coli V3065 growth, OD600 absorbance, 18 h; inhibition, % at 11.9 µM; 0.27% of 330,000 active; AID 449728;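 active = inhibition above the campaign's mean inhibition across all tested compounds plus 3 SD, cut at about 9.9% in these data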;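 note: uninfected addAB+ strain grown without phage in ampicillin broth; 0% = DMSO wells and 100% = ciprofloxacin 0.95 µg/ml wells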
SR-BI uptake up: enhances SR-BI lipid uptake from DiI-HDL. CHO ldlA[mSR-BI] cells, DiI-HDL uptake fluorescence, 3 h; 100 = double the neutral-control signal. activation, % at 12.5 µM. 0.096% of 320,000 active. AID 504775;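 active = mean replicate activation of at least 60% and every replicate at or above 60%; inconclusive = mean or all-replicate condition met, but not both; inactive = mean below 60% and not all replicates reaching 60%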;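 note: 0% = median plate neutral-control signal and 100% = twice that signal; values of inactives mirror those of a sister screen read the other way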
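System: CHO ldlA[mSR-BI] cells / Medium: HEPES-buffered (25 mM, pH 7.4) F12 plus 0.5% BSA / Probe or stimulus: labelled HDL, 10 µg/mL / Doses: single compound concentration, delivered by pin transfer / Schedule: 3 h, 37 °C / Measured by: DiI fluorescence, bottom read / Measure: cell-associated DiI fluorescence as measure of HDL uptake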
phage Ecoli inh: E. coli growth loss with phage present. growth absorbance. inhibition, % at 11.9 µM. 0.26% of 360,000 active; in the data active = inhibition above about 11%
SR-BI HDL uptake: inhibitors of mouse SR-BI mediated HDL lipid uptake | ldlA[mSR-BI] CHO cells, DiI-HDL uptake fluorescence, 3 h | inhibition, % at 12.5 µM | 0.96% of 320,000 active;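 active = mean replicate inhibition of at least 70% and a set share of replicates each scoring 70 or more; inconclusive = meets just one of the two criteria; inactive = fails both criteria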;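 note: 0% = median of neutral control wells and 100% = median of positive control wells; values of inactives mirror those of a sister screen read the other way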
Target sequence (Q61009 whole entry, looked up): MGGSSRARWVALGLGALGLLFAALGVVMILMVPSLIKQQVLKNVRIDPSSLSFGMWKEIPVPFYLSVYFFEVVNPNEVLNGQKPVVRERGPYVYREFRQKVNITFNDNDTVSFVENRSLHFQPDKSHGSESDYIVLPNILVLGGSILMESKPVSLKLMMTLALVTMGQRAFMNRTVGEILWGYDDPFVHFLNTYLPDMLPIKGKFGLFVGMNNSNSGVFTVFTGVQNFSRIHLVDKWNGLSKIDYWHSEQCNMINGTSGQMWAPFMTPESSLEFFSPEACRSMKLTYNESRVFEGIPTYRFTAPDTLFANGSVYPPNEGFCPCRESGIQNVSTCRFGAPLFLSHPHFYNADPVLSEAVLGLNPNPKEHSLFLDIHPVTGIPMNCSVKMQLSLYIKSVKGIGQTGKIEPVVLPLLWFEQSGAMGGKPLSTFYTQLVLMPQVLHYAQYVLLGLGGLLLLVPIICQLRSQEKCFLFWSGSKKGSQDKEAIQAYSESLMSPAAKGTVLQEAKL
Wnt bcat act: Wnt/beta-catenin pathway activation. 1.2% of 300,000 active. activation, % at 9.35 µM. AID 743398. Wnt/beta-catenin reporter cell assay, activator, plate reader; in the data active = activation above about 30%, passing the limit was not always enough; inconclusive = no clear call, values can overlap the other calls;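 note: 0% = neutral control wells and 100% = positive control wells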
Starred values were filed as active, the others as inactive; ? = inconclusive; . = no result given.

#	Compound	Tat transport	SR-BI HDL uptake	SR-BI uptake up	CAL PDZ FP-2	Wnt bcat act	phage Ecoli inh	AddAB inh	E coli growth	MITF TRPM1 HTS	CAL PDZ FP-1
1	c1ccc(-c2nnc(-c3ccncc3)o2)cc1	-2	-34	34	-3	.	1.6	1.4	-2.3	33	-0.2
2	Cc1cccnc1CC(C)NC(=O)c1cc(COc2cncc(Cl)c2)on1 (stereo not drawn)	-4	9	-9	-2	8	4.3	-0.4	0.6	51	-0.7
3	Cc1cc(-c2cc(-c3ccccc3)on2)nc(NC2CCCC2)n1	13	81*	-81	-1	-1	1.6	0.3	0.4	16	-2.1
4	C=CCc1cccc(/C=N/NC(=O)c2ccc3nc[nH]c3c2)c1O	-10	?	-72	-3	-3	-1.1	5.4	-1.9	-15	-6.9
5	O=C(c1ccc(S(=O)(=O)N2CCCCC2)cc1)N1CCN(CCN2C(=O)c3cccc4cccc(c34)C2=O)CC1	-1	19	-19	-1	-1	2.9	1.3	-1.2	-51	-0.6
6	CC(=O)NCC(=O)NC(C(=O)Nc1ccc2c(c1)OCCO2)c1ccccc1 (stereo not drawn)	-1	7	-7	-4	-4	3.8	-1.9	-1.9	-16	-0.3
7	O=C(NCCCN1CCOCC1)c1cc(-c2cccc(O)c2)on1	-2	-6	6	-1	4	1.4	3.0	3.6	8	-0.8
8	O=C(Cn1c(C(F)(F)F)nc2ccccc21)N1CCCC1	2	-21	21	0	0	2.2	2.0	1.2	-2	-1.1
9	O=C1CCCN2N=C(SCC(=O)Nc3nc4ccccc4s3)SC2=N1	1	0	0	.	1	3.0	5.2	3.6	12	-0.1
10	CCOC(=O)C(=NC1CCCCC1)NNc1cccc(C(F)(F)F)c1	9	35	-35	5	2	4.2	5.5	0.0	-2	-0.5
11	O=C(NC1CCCCC1)C(c1ccccc1)N1CCC2(CC1)OCCO2 (stereo not drawn)	0	-18	18	2	-3	2.5	-1.3	-1.4	4	0.2
12	CCOc1cc(N2CCOCC2)c(OCC)cc1NC(=O)COc1ccccc1[N+](=O)[O-]	-3	46	-46	-1	-2	5.3	0.2	-0.3	-5	-1.7
13	Cc1ccc(OCCOc2ccc(S(=O)(=O)N3CCCC3)cc2C(N)=O)cc1	-9	8	-8	.	0	2.7	1.1	-1.8	-6	-0.8
14	CC(Oc1cc(-c2ccccc2)cc2ccccc12)C(=O)N1CCOCC1 (stereo not drawn)	-14	55	-55	.	-4	-0.5	2.5	-0.1	.	-2.4
15	O=S(=O)(NCCN1CCOCC1)c1ccc2ccccc2c1	-7	-8	8	.	-2	2.2	1.7	1.7	2	-1.8
16	Cc1ccc(C(=O)Nc2ncccc2C)o1	-9	-46	46	-4	-4	2.6	.	.	17	0.1
17	COC(=O)c1cc(NC(=O)c2cc(-c3ccc(C(F)(F)F)cc3)oc2C(F)(F)F)ccc1N1CCOCC1	-1	81*	-81	.	-5	3.6	0.4	-2.7	-1	-0.4
18	Cc1ccc(S(=O)(=O)Nc2c(C)n(C)n(-c3ccccc3)c2=O)cc1C(=O)OC(C)C(=O)N(C)c1ccccc1 (stereo not drawn)	-4	3	-3	9	-2	-0.5	-1.5	-2.0	-14	0.5
19	Cc1ccc(/C=C/C(=O)c2ccc(C)cc2)cc1	-9	4	-4	-8	.	-0.6	0.2	-0.6	.	0.3
20	COC(=O)Cc1c(O)ccn(Cc2ccc(F)cc2)c1=O	-5	-3	3	1	.	2.7	4.2	-1.7	5	-0.6
21	O=C(Oc1cc2oc(=O)c3c(c2cc1Cl)CCCC3)c1ccco1	-6	9	-9	-1	-2	0.2	0.6	2.1	-5	-0.3
22	CCC(Sc1nc(N)c(NC(=O)c2ccc(OC)cc2)c(=O)[nH]1)C(=O)O (stereo not drawn)	5	-10	10	-2	-3	3.6	2.8	1.9	28	-2.2
23	COc1ccc(C(CCNCc2ccc(N(C)C)cc2)c2ccccc2)cc1 (stereo not drawn)	4	-8	8	10	2	3.8	0.0	4.2	-28	0.3
24	Cc1cc(C)nc(SCc2nnc(SCc3ccc([N+](=O)[O-])cc3)n2Cc2ccco2)n1	2	31	-31	-6	-3	2.0	-2.6	-3.0	-15	-0.9
25	CN1CCN(c2ccccc2NC(=O)Cc2ccc(Cl)cc2)CC1	-9	-15	15	-1	-4	.	-0.9	-1.7	7	-2.4

Another view of twelve compounds above.
Values run as follows: Tat transport	SR-BI HDL uptake	SR-BI uptake up	CAL PDZ FP-2	Wnt bcat act	phage Ecoli inh	AddAB inh	E coli growth	MITF TRPM1 HTS	CAL PDZ FP-1
[1] c1ccc(-c2nnc(-c3ccncc3)o2)cc1
→ -2	-34	34	-3	.	1.6	1.4	-2.3	33	-0.2
[2] Cc1cccnc1CC(C)NC(=O)c1cc(COc2cncc(Cl)c2)on1 (stereo not drawn)
→ -4	9	-9	-2	8	4.3	-0.4	0.6	51	-0.7
[3] Cc1cc(-c2cc(-c3ccccc3)on2)nc(NC2CCCC2)n1
→ 13	81*	-81	-1	-1	1.6	0.3	0.4	16	-2.1
[4] C=CCc1cccc(/C=N/NC(=O)c2ccc3nc[nH]c3c2)c1O
→ -10	?	-72	-3	-3	-1.1	5.4	-1.9	-15	-6.9
[5] O=C(c1ccc(S(=O)(=O)N2CCCCC2)cc1)N1CCN(CCN2C(=O)c3cccc4cccc(c34)C2=O)CC1
→ -1	19	-19	-1	-1	2.9	1.3	-1.2	-51	-0.6
[6] CC(=O)NCC(=O)NC(C(=O)Nc1ccc2c(c1)OCCO2)c1ccccc1 (stereo not drawn)
→ -1	7	-7	-4	-4	3.8	-1.9	-1.9	-16	-0.3
[7] O=C(NCCCN1CCOCC1)c1cc(-c2cccc(O)c2)on1
→ -2	-6	6	-1	4	1.4	3.0	3.6	8	-0.8
[8] O=C(Cn1c(C(F)(F)F)nc2ccccc21)N1CCCC1
→ 2	-21	21	0	0	2.2	2.0	1.2	-2	-1.1
[9] O=C1CCCN2N=C(SCC(=O)Nc3nc4ccccc4s3)SC2=N1
→ 1	0	0	.	1	3.0	5.2	3.6	12	-0.1
[10] CCOC(=O)C(=NC1CCCCC1)NNc1cccc(C(F)(F)F)c1
→ 9	35	-35	5	2	4.2	5.5	0.0	-2	-0.5
[11] O=C(NC1CCCCC1)C(c1ccccc1)N1CCC2(CC1)OCCO2 (stereo not drawn)
→ 0	-18	18	2	-3	2.5	-1.3	-1.4	4	0.2
[12] CCOc1cc(N2CCOCC2)c(OCC)cc1NC(=O)COc1ccccc1[N+](=O)[O-]
→ -3	46	-46	-1	-2	5.3	0.2	-0.3	-5	-1.7
